B2AR arrestin: beta2AR (human) beta-arrestin recruitment activity; P07550; beta-arrestin recruitment to beta2AR, cell-based reporter; Potency, µM (doses to about 46.1 µM), for the others: top-dose activation, most hits filed as activators; actives 0.02% (n = 330,000); AID 492947;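 further: potency means the concentration at half of the fitted maximal effect; 0% = DMSO controls and full agonism = EC100 isoproterenol or metaproterenol; nearly all actives have a fitted effect of over 65% in size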
Target sequence (P07550 whole entry, looked up): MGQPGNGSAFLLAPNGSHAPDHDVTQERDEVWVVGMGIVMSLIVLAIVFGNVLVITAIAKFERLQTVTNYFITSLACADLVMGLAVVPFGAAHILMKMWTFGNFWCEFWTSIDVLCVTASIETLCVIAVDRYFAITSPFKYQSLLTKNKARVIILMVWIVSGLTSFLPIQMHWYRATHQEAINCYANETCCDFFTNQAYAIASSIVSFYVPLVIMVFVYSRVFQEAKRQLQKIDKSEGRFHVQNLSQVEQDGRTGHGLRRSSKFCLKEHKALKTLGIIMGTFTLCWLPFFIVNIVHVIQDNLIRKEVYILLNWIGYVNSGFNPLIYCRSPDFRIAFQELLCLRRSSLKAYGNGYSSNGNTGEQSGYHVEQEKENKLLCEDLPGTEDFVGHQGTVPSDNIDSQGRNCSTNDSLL
TCR act: activates T cell receptor signaling. primary human leukocytes, anti-CD3, IL-2 HTRF, 48 h. Potency, µM (titrated, usually from 9.22 µM), without a hit: top-dose activation of IL-2 secretion, hits mostly activators. 330,000 tested, under 10 active. AID 504894; further: % of control where 0% means no effect
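1) Mix primary human leukocytes, a-CD3 beads and compound. 2) Incubate 48 hr. 3) Add HTRF IL-2 reagents (a-IL-2-K, a-IL-2-d2).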
USP2a inh: blocks human ubiquitin-specific protease USP2a | AID 463254 | O75604 | Potency, µM (top dose mostly 38.3 µM), without a hit: top-dose activity change, negative = inhibition, most hits filed as inhibitors | USP2 core, Ub-CHOP2 coupled fluorogenic reporter, 485/531 | actives 0.01% (n = 330,000);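 further: potency means the concentration at half of the fitted maximal effect; plate controls were DMSO wells for no effect and full inhibition by NEM control for full effect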
Target sequence (O75604 whole entry, looked up): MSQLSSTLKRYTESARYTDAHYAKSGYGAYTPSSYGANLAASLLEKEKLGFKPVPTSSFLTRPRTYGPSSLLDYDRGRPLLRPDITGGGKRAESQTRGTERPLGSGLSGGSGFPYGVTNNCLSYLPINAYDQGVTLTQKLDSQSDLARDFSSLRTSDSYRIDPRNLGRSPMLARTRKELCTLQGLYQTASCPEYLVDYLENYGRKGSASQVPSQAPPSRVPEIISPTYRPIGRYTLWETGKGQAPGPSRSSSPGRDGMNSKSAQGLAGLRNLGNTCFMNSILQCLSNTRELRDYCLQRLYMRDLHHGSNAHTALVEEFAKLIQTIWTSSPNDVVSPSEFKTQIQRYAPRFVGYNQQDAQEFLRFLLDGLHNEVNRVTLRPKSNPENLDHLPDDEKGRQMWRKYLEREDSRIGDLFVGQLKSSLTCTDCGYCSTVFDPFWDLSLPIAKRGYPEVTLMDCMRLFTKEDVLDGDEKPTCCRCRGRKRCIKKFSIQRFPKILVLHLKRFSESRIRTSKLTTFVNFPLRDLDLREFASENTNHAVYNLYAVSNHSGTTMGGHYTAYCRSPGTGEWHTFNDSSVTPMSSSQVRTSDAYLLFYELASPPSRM
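Cell-free coupled assay: 10nM USP2 core preincubated 30min RT with compound in Tris-HCl pH 8.0/CaCl2/CHAPS buffer, then 25nM Ub-CHOP2 and 25nM reporter substrate; fluorescence (Ex 485/Em 531) read after 60min RT, normalized to NEM inhibition, concentration-response curves fitted.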
Tb PFK block: blocks T. brucei phosphofructokinase. T. brucei PFK, ADP-Glo luminescence. actives 0.17% (n = 330,000). Potency, µM (titrated, usually from 57.5 µM), for the others: at the highest dose activity, negative = inhibition, usual class: inhibitors;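 further: potency means the concentration at half of the fitted maximal effect; 0% = uninhibited 1x PFK enzyme wells and -100% = no-enzyme wells; nearly all actives have a fitted effect of over 60% in size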
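ADP-Glo luminescence quantified ADP after 45 min at room temperature, with 1.25 nM T. brucei PFK, 0.1 mM ATP and 0.5 mM fructose-6-phosphate in pH 8.0 TEA buffer. qHTS titrations up to 57 µM; curves classified by quality.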
Mito fusion yeast: mitochondrial division inhibition or fusion activation | S. cerevisiae fusion-defective mutant growth rescue, CellTiterGlo 48 h | Potency, µM (highest dose often 46.1 µM), without a hit: top-dose growth rescue (activation), actives largely listed as activators | actives 0.23% (n = 320,000) | AID 485298;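 further: potency means the concentration at half of the fitted maximal effect; % of control where 0% means no effect; nearly all actives have a fitted effect of over 45% in size; temperature-sensitive fusion mutants such as fzo1-1 at 37 °C on non-fermentable ethanol glycerol medium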
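S. cerevisiae fusion-defective temperature-sensitive mutants (e.g. fzo1-1, mgm1-5) grown 48 h at 37C in YPEG (ethanol/glycerol non-fermentable) medium with 23 nl compound per well; growth rescue read as CellTiterGlo luminescence.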
BCR signal inh: chronic active BCR signaling inhibition; actives 0.05% (n = 340,000); AID 493014; Potency, µM (top dose mostly 46.1 µM), without a hit: at the top dose ratio change, negative = lower green/red ratio, hits mostly inhibitors; ABC-DLBCL IkBa-CBG/CBR reporter, luminescence ratio, 4 h; active means well fitted inhibition curve with a large enough effect in the signal ratio, with a control signal flat, not every such curve was filed as active; inconclusive means small, poorly fitted or top-dose-only effect, or effect the other way, or a change in a side signal; the % refers to the signal ratio;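 further: potency means the concentration at half of the fitted maximal effect; plate controls were basal doxycycline-induced cells for no effect and cells given 10 µM MG132 for full effect; MG132 reads +100%, hits lower the ratio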
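Cell line TMD8 (human ABC DLBCL), stably expressing tet-inducible CBG68-IkBa fusion and CBR; IMDM/0.5% FBS; cpd up to 46 uM; dox induction, 4 h, 37C/5% CO2; dual luminescence; green/red ratio; MG132 control.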
TSHR antagonist: blocks TSH signaling through the human TSH receptor. actives 0.2% (n = 330,000). AID 504810. activity change, negative = inhibition, % at 11.5 µM. P16473. TSHR-expressing cells, TSH-stimulated cAMP HTRF, 2 h; hits give low values;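 active means activity change below a set negative limit, meaning inhibition stronger than a set level, cut at about -70% in these data; inconclusive means activity change between two set negative limits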; further: on the % scale 0 is the no-effect control and ±100 the full control effect
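Cell-based HTRF cAMP assay; TSHR cells + compound, TSH EC80 (4nM final), 2 h, 37 deg C. Lysis with anti-cAMP cryptate and cAMP-d2, 30 min RT, read 665/620 nm.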
ELG1 DNA repair: ELG1-dependent DNA repair inhibition | AID 504467 | HEK293T ELG1-luciferase reporter, luminescence, 16 h; DNA damage induced by 5-fluorouridine | actives 2.3% (n = 330,000) | Potency, µM (doses to about 46.1 µM), inactives show at the highest dose activity change, negative = inhibition, actives largely listed as inhibitors; further: potency means the concentration at half of the fitted maximal effect; on the % scale 0 is the no-effect control and ±100 the full control effect; nearly all actives have a fitted effect of over 55% in size
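HEK293T cells expressing luciferase-tagged ELG1 (2,000/well) received 5-Fluorouridine plus compound or DMSO for 16 hr at 37 °C. Luciferase was read by ONE-Glo luminescence after 30 min at room temperature.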
TSG101-PTAP inh: blocks PTAP/TSG101 interaction to inhibit HIV-1 budding. Q99816. Fluorescence polarization, FITC-PTAP peptide / Tsg101 binding. Potency, µM (doses to about 115 µM), for the others: top-dose activity change, negative = inhibition, hits mostly inhibitors. 340,000 tested, under 10 active. AID 493005; active means well fitted inhibition curve with a large enough effect in the main read-out, with a control signal flat, not every such curve was filed as active; inconclusive means small, poorly fitted or top-dose-only effect, or effect the other way, or a change in a side signal; inactive means no such curve, though single readings can be large or run the other way; further: potency means the concentration at half of the fitted maximal effect; % of control where 0% means no effect
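Steps: Tsg101 binding domain dispensed (10 uM final), compounds pinned in DMSO, FITC-labeled PTAP-motif peptide added (50 nM final); after 20 min binding at room temperature, polarization measured.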
uPA generation: cell surface uPA generation inhibition; cell surface uPA generation assay, qHTS; Potency, µM (doses to about 38.3 µM), inactives show at the top dose activity change, negative = inhibition, most hits filed as inhibitors; actives 0.31% (n = 330,000); active means well fitted inhibition curve with a large enough effect; inconclusive means small, poorly fitted or top-dose-only effect; inactive means no such curve, though single readings can be large or run the other way; tested in mouse RAW 264.7 cells; further: potency means the concentration at half of the fitted maximal effect; on the % scale 0 is the no-effect control and ±100 the full control effect; nearly all actives have a fitted effect of over 55% in size
Eya2 phos inh: Eya2 (human) phosphatase inhibition; recombinant Eya2, OMFP fluorescence dephosphorylation (OMFP is methylfluorescein phosphate); Potency, µM (highest dose often 76.9 µM), inactives show top-dose activity, negative = inhibition, usual class: inhibitors; AID 488837; actives 0.006% (n = 330,000); further: potency means the concentration at half of the fitted maximal effect; on the % scale 0 is the no-effect control and ±100 the full control effect
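Eya2 (0.2 uM) preincubated 10 min at ambient with compound, then OMFP substrate added at 50 uM; 10 min reaction in 50 mM HEPES pH 7.5, 50 mM NaCl, 5 uM MgCl2, 0.05% BSA, 1 mM DTT. Fluorescence read at Ex 485/Em 525 nm.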
Numbers without * were called inactive; ? = inconclusive; / = no result given; & = joins results of further samples; [ ] = another dose, or the depositor's remark. Unless noted, the call rests on the fitted dose curve; in most records, active means well fitted curve in the direction sought with a large enough effect; inconclusive means small, poorly fitted or top-dose-only effect, or another doubt; inactive means no such curve, though single readings can be large; an effect the other way counts as inactive or inconclusive.

Each structure is followed by: B2AR arrestin, TCR act, USP2a inh, Tb PFK block, Mito fusion yeast, BCR signal inh, TSHR antagonist, ELG1 DNA repair, TSG101-PTAP inh, uPA generation, Eya2 phos inh
1) COc1cccc(C2c3[nH]c4ccccc4c3C[C@H]3C(=O)N(c4ccccc4C(=O)N4CCCC4C(=O)O)C(=O)N23)c1 (some centres not stated)
→ 0.0%, -1%, 0%, -9%, -1%, -7%, 5, -4%, -4%, -3%, -6%
2) CSc1cccc(NS(=O)(=O)c2ccc(-c3coc(C)n3)cc2)c1
→ 0.0%, 0%, 0%, -1%, -2%, -18%, -30, ?, 1%, -7%, 3%
3) O=C1c2ccccc2C(=O)N1CCc1nc(-c2ccncc2)no1
→ 0.4%, -7%, 4%, -6%, 3%, ?, -7, -22%, -2%, -2%, -15%
4) COc1ccccc1NC(=O)CSC1CC(=O)N(c2ccc3c(c2)OCO3)C1=O (configuration not stated)
→ -0.2%, -4%, -1%, 10%, -27%, -10%, /, 0%, -13%, /, -11%
5) O=C(O)/C=C\C(=O)Nc1ccc(Oc2ccccc2)cc1
→ -0.3%, 1%, -1%, 7%, -1%, 3%, 3, -5%, -3%, -5%, 3%
6) COc1ccc(Cc2noc(COc3ccc(Cl)cc3)n2)cc1
→ 0.1%, -2%, 0%, 2%, 6%, -17%, -23, -13%, 2%, 8%, -27%
7) NC(=O)CC(CC(=O)OCc1ccccc1)c1ccccc1 (configuration not stated)
→ -0.1%, -6%, 0%, 1%, -1%, 0%, -11, 10%, 0%, 3%, -2%
8) Cc1cc(C)c(C)c(S(=O)(=O)N2CCN(C(=O)c3ccc4c(=O)n5c(nc4c3)CCC5)CC2)c1C
→ 0.1%, 6%, 1%, 2%, 11%, ?, 3, -26%, -1%, 1%, -26%
9) CCOC(=O)/C(=N\Nc1cc(Cl)ccc1Cl)N1CC(C)OC(C)C1 (configuration not stated)
→ -0.5%, -1%, 3%, -5%, 0%, -1%, 1, -26%, -5%, 13%, 3%
10) O=C1CN(C(=O)COC(=O)c2cccc(Br)c2)c2ccccc2N1
→ -0.1%, -2%, 2%, 9%, 0%, -1%, 2, -4%, 0%, 24%, 2%
11) CCN(C[C@H]1N[C@@](C)(C(=O)OC)[C@H]2C(=O)N(C)C(=O)[C@@H]12)C(=O)Nc1ccc(F)cc1
→ -1.1%, 6%, 1%, 8%, /, -4%, -4, 7%, -9%, 2%, 6%
12) O=C(CSc1nc2c(sc3ccccc32)c(=O)n1CCc1ccccc1)NCc1ccco1
→ -0.4%, -1%, 2%, -3%, -1%, 14%, -2, 2%, -2%, 4%, -17%
13) CC(C)C1N(C(N)=S)N=CC1(C)C (configuration not stated)
→ -0.9%, -2%, -2%, 1%, -4%, -5%, -6, 6%, -6%, 2%, 5%
14) COc1ccc(-n2cccc2C=O)cc1
→ -0.3%, 1%[46.1 µM], 2%, -1%, -22%, ?, 18, 0%, -2%, 0%, 2%
15) O=C(NC(=S)NCCN1CCOCC1)c1ccccc1Br
→ -1.8%, -1%[46.1 µM], 0%, 1%, -3%, 1%, 7, 8%, 0%, 3%, 0%
16) COc1ccc(S(=O)(=O)N(C)c2ccc(C(=O)N3CCC(C(N)=O)CC3)cc2)cc1
→ 0.2%, -1%, 1%, 3%, 5%, 4%, -4, -3%, -4%, 1%, -6%
17) Cc1ccc(OCC(=O)Nc2c[nH]c(=O)[nH]c2=O)cc1C
→ 0.2%, -1%, 1%, -3%, -2%, -7%, -3, -4%, -1%, 2%, 2%
18) COc1ccc(S(=O)(=O)N(C)C)cc1NC(=O)CSc1nc(N)cc(N)n1
→ -0.8%, 3%, 10%, 3%, -3%, ?, -2, 0%, -5%, -1%, -27%
19) CN1CC(=O)N(CC(=O)Nc2cccc3ccccc23)C1=O
→ -0.7%, -4%, 4%, -4%, /, -5%, 0, 0%, 0%, 7%, 0%
20) NC(=O)N1CCC2(CC1)NC(=O)N(c1ccccc1)N2
→ 0.4%, 6%, 6%, -8%, 2%, ?, 14, -17%, -1%, 15%, -9%
21) O=C(C1=C[C@H](c2ccc(Br)cc2)C[C@H](OCCCCO)O1)N1CCOCC1
→ 0.1%, 3%, 2%, 0%, -2%, 14%, -9, ?, /, -28%, 3%
22) C#CCOCCOCCOCCNc1nc(N2CCN(C(=O)[C@H](CCC(=O)O)n3cc(C(N)Cc4ccc(O)cc4)nn3)CC2)nc(N2CCN(C(=O)[C@H](CCC(=O)O)n3cc(C(N)CC(C)C)nn3)CC2)n1 (some centres not stated)
→ -0.2%, 1%, 0%, -1%, -1%, -1%, 1, 2%, 0%, 6%, -9%
23) Cc1sc2nc(SCC(=O)O)[nH]c(=O)c2c1C
→ 0.0%, -3%, 3%, 4%, -2%, -1%, 9, -1%, -4%, 1%, 4%
24) O=C(Cn1nnc(-c2ccc(F)cc2)n1)Nc1ccc2c(c1)OCCO2
→ 3.8%, 7%, 2%, 1%, -1%, 3%, 0, -8%, 1%, 1%, -6%
25) Cc1c(C(=O)N2CCC(C)CC2)sc2ncn(CC(=O)N3CCC(C)CC3)c(=O)c12
→ 0.3%, 2%, 2%, 2%, -8%, 2%, 16, 3%, -1%, 1%, 1%
26) COC(=O)Cc1ccc(NC(=S)NCc2ccc(F)cc2)cc1
→ -0.4%, -2%[46.1 µM], 4%, 4%, -3%, 5%, 18, -9%, -1%, -1%, -13%
27) CCOC(=O)c1c(C)cc(=O)oc1C
→ 0.4%, 9%, 1%, 3%, -11%, -15%, 5, 13%, -8%, -2%, -12%
28) CC1(C)CC(CC(=O)O)(c2ccc(F)cc2)CCO1 (configuration not stated)
→ -0.4%, 0%, -2%, 2%, 1%, 4%, 7, 4%, 0%, 5%, 4%
29) C=C(C)Cn1cnc2c(oc3nc4c(cc32)CCCC4)c1=O
→ -1.0%, 4%, 0%, -8%, -11%, ?, 0, ?, -2%, -14%, -5%
30) Cc1ccccc1C(=O)NNC(=O)c1cccc(Br)c1
→ -1.8%, /, -1%, 0%, -3%, ?, -6, 8%, 1%, -2%, -8%
31) CCOC(=O)C1=C(C)NC(SCC(N)=O)=C(C#N)C1c1ccncc1 (configuration not stated)
→ 0.4%, 3%&-6%, -2%, 1%, -2%, 0%, -2, 5%, -10%&-4%, -4%&7%, 8%
32) COc1ccc(-c2csc(N(C)C(=O)c3cccs3)n2)cc1
→ -0.7%, -13%, 0%, 1%, 1%, ?, -11, ?, -1%, 4%, 2%
33) Cn1c(=O)c(=O)n(C)c2cc([N+](=O)[O-])c(N3CCOCC3)cc21
→ -0.5%, 1%, -2%, 1%, 1%, -1%, 7, 2%, 2%, -2%, 2%
34) O=C(NCc1ccc(Cl)cc1)C1CCN(S(=O)(=O)c2ccccc2)CC1
→ -0.4%, 0%, 0%, ?, 9%, -2%, 5, -8%, 2%, -1%, 0%
35) COc1ccc(S(=O)(=O)N2CCOC23CCN(S(C)(=O)=O)CC3)cc1
→ -0.4%, -2%, -1%, -1%, -1%, 8%, 7, -1%, -6%, 0%, 9%
36) Cc1ccc2nc(SCC(=O)Nc3oc(C)c4c(C)n[nH]c(=O)c34)[nH]c2c1
→ 0.1%, -2%, 2%, 0%, 1%, ?, 4, 16%, -1%, 20%, 13%
37) CN1C=CC=C/C1=C(\C#N)c1nc2ccccc2[nH]1
→ 0.0%, /, 2%, -3%, -6%, 2%, -11, 6%, 0%, 4%, -17%[15.4 µM]
38) Cc1cc(Br)cn2ccnc12
→ -0.6%, -1%, -3%, 0%, -1%, -8%, 34, 10%, -10%, /, 13%
39) O=C(Cn1c(=O)oc2ccccc21)Nc1ccc(Cl)cc1
→ 0.4%, /, 3%, -1%, 1%, ?, -3, 0%, 2%, -13%, 11%
40) CC1CCN(C(=O)COC(=O)c2c[nH]c3ccccc23)CC1
→ -1.0%, 0%, 0%, 0%, 0%, ?, -9, ?, -4%, -6%, 3%
41) COc1ccc(NC(=O)CSc2n[nH]c(C)c2[N+](=O)[O-])cc1
→ 0.1%, -3%, -8%, -3%, 2%, 2%, -8, -24%, 0%, ?, -6%

Bioassay records: PubChem, National Center for Advancing Translational Sciences (NCATS)
